# MsrA inh: bovine MsrA inhibition; purified bovine MsrA, absorbance read-out; inhibition, % at 15.5 µM; 360,000 compounds, 0.75% hits; in the data active = inhibition above about 4.5%;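 note: 0% = vehicle wells with enzyme and 100% = reference inhibitor wells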
# eLon inh: inhibits E. coli Lon protease | AID 602123 | inhibition, % at 7.94 µM | P0A9M0 | 360,000 compounds, 0.42% hits | purified E. coli Lon protease, fluorescence polarization; in the data active = inhibition above about 13%, passing the limit was not always enough;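 note: 0% = enzyme with probe and DMSO and 100% = no enzyme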
# Target sequence (P0A9M0 whole entry, looked up): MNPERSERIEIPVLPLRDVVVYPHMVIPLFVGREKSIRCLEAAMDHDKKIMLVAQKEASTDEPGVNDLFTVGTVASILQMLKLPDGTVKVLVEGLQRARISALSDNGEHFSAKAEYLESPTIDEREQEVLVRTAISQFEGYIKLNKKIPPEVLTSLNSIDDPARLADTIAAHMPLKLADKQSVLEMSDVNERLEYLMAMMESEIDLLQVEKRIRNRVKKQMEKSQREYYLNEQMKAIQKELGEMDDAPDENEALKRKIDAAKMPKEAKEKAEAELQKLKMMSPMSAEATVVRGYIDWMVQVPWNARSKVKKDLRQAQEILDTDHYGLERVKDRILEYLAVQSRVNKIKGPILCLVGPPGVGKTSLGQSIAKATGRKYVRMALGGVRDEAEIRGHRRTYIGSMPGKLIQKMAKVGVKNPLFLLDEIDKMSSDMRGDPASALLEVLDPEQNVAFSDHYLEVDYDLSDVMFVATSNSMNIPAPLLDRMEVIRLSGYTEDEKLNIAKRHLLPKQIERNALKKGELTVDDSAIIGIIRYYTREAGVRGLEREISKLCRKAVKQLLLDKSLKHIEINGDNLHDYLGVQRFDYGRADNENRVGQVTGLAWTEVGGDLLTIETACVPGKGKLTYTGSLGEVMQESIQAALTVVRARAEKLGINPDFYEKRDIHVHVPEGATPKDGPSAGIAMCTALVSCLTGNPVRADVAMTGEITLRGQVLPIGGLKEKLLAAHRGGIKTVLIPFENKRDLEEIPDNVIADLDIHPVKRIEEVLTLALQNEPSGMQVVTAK
# SKN-1 block: C. elegans SKN-1 inhibition | C. elegans VP596 Pgst-4::GFP/RFP ratio, acrylamide-induced, 24 h | AID 624304 | inhibition, % at 21.8 µM | 360,000 compounds, 0.49% hits;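 active = interference check ratio from 0.5 to 1.5 plus GFP to RFP signal ratio inhibition reaching or exceeding a fixed threshold, cut at about 30% in these data, passing the limit was not always enough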; note: some compounds called inactive have numbers as strong as hits
# NRP1-CendR mod: modulators of CendR peptide binding to human neuropilin-1; O14786; AID 602438; 360,000 compounds, 0.85% hits; FAM-RPARPAR peptide binding to NRP-1, fluorescence polarization; inhibition, % at 25 µM;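 active = inhibition or corrected inhibition above about 18%, plus a signal ratio from 0.5 to 1.5, limit read from the data, passing the limit was not always enough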; note: strong numbers were not always called active
# bovine MsrA act: activates bovine MsrA enzyme. activation, % at 10.6 µM. purified bovine MsrA, absorbance read-out. AID 602163. 360,000 compounds, 0.3% hits; in the data active = activation above about 7.5%;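 note: 0% = vehicle and 100% = reference activator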
# MLLE-PAM2 inh: blocks PAM2 peptide binding to the PABP1 MLLE domain | P11940 | GST-MLLE / FITC-PAM2 fluorescence polarization | inhibition, % at 20 µM | 360,000 compounds, 0.36% hits | AID 588489; in the data active = inhibition above about 35%, passing the limit was not always enough;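 note: plate controls were DMSO wells with GST-MLLE for no effect and wells lacking GST-MLLE protein for full effect; some results filed as inactive read as strong as hits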
# FAS-TE inh: inhibitors of human fatty acid synthase thioesterase domain | P49327 | recombinant FAS-TE, OMFH fluorogenic substrate, fluorescence endpoint | inhibition, % at 15 µM | 360,000 compounds, 0.67% hits | AID 602261;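 active = compounds whose normalised, plate-corrected inhibition of enzyme fluorescence in the single-dose primary screen is 50% or more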;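 note: 0% = DMSO with enzyme and 100% = substrate without enzyme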
# Tb MetRS inh: Trypanosoma brucei MetRS inhibition; 360,000 compounds, 0.4% hits; inhibition, % at 11.9 µM; purified T. brucei MetRS, ATP depletion, Kinase-Glo luminescence; AID 624268;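 active = inhibition above a per-plate cutoff of the control wells' mean inhibition plus 3 SD, cut at about 5.5% in these data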;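 note: 0% = DMSO wells median and 100% = median of wells with control inhibitor compound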
#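 Assay system: T. brucei methionyl-tRNA synthetase, purified | Medium: HEPES buffer with MgCl2, KCl, DTT, spermine, BSA, pyrophosphatase | Compound: 11.9 µM single point | Incubation: 15 min enzyme-compound preincubation, 2 h reaction, 10 min detection, 25 °C | Measured by: Kinase-Glo luciferase luminescence reporting remaining unconsumed ATP | Measure: % inhibition normalized to control-well medians | Replication: Singlicate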
# MT1-MMP act inh: blocks activation of human MT1-MMP. GFP/RFP ratio change, % at 20 µM. 360,000 compounds, 0.061% hits. P50281. HT1080 RFP-PRO-GFP cells, GFP/RFP ratio fluorescence, overnight; percent of plate control window, DMSO zero;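 active = GFP/RFP ratio change of at least 30% with cell ATP level not reduced by more than half and red fluorescence within 50% of control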; note: strong numbers were not always called active
#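 Material: RFP-PRO-GFP reporter HT1080 cells. Dosing: single-point 20 µM compound, 1% DMSO. Controls: DMSO and RFP-L50D-GFP cell wells. Timing: cells overnight before dosing, compound overnight, 37 °C, 5% CO2. Measure: GFP/RFP fluorescence ratio.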
# Active calls of the source: *; . = no result given.
compound	MsrA inh	eLon inh	SKN-1 block	NRP1-CendR mod	bovine MsrA act	MLLE-PAM2 inh	FAS-TE inh	Tb MetRS inh	MT1-MMP act inh
N#Cc1cc2cc3c(cc2nc1Cl)OCCO3	1.0	-2	13	-12	-2	-10	0	-1.0	-2
Cc1cccc(CS(=O)(=O)c2ncc(Cl)c(C(=O)NCc3ccccc3)n2)c1	1.2	6	-6	-4	-5	26	33	-0.6	-2
c1ccc(N2CCCCC2)c(NC2=NCCC2)c1	1.2	-4	-22	20	-3	9	-18	-1.0	2
CCCCOC(=O)Nc1nnc(CC)s1	0.1	0	11	5	-2	24	-6	-1.3	16
COC(=O)c1cnn(-c2ccc(Cl)cc2)c1/C=N/NC(N)=S	3.4	2	-5	1	2	5	2	-0.4	-2
CC1(C)NC(=O)N(CC(O)CN2CCCCC2)C1=O (stereo not drawn)	-0.2	1	3	-1	-2	-3	-4	0.1	10
CCCCN1C(C)=CC(=C2C(=O)c3ccccc3C2=O)C=C1C	3.5	2	38*	15	-5	20	-2	-1.4	8
Cc1ccc2c(c1)c1c3n2CCCN(Cc2ccccc2)C3CCC1 (stereo not drawn)	-1.3	-9	-33	5	-14	-13	14	-1.9	.
CCCCN(CC)CCNC(=O)c1cc2c(C)nc3ccccc3c2o1	1.5	-5	6	-5	0	-19	-8	0.2	3
Cc1ccccc1CSCCC(=O)NCCC1=CCCCC1	-1.7	8	2	10	0	11	16	-0.6	18

# An excerpt from above, reduced to MLLE-PAM2 inh and SKN-1 block:
mol	MLLE-PAM2 inh	SKN-1 block
CC1(C)NC(=O)N(CC(O)CN2CCCCC2)C1=O (stereo not drawn)	-3	3
CCCCN1C(C)=CC(=C2C(=O)c3ccccc3C2=O)C=C1C	20	38*

# (continued)
compound	MsrA inh	eLon inh	SKN-1 block	NRP1-CendR mod	bovine MsrA act	MLLE-PAM2 inh	FAS-TE inh	Tb MetRS inh	MT1-MMP act inh
NS(=O)(=O)c1ccc(NC(=S)N2CCN(C(=O)C3CCCO3)CC2)cc1 (stereo not drawn)	.	-1	5	8	-3	25	-4	-0.3	0
CC(C)c1nnc(NC(=O)CCC(=O)N2CCN(c3ccccn3)CC2)s1	0.7	-2	-2	2	2	-5	-7	-0.6	7
Cc1cc(=O)n2c(-c3ccccc3C)n[nH]c2n1	1.1	-15	-3	-5	-1	-2	-6	-0.1	4
Cc1cccc(NC(=O)CSCC(=O)NCc2cccc(C(F)(F)F)c2)c1	-0.7	-6	9	10	-1	-34	10	-0.2	1
Cc1cc(-c2nc(-c3ccncc3)no2)ccc1[N+](=O)[O-]	-0.9	-12	27	1	-1	-16	12	-0.9	4
CCOc1ccc(CN2CCC(Cc3ccccc3)CC2)cc1	0.1	9	-9	10	-6	16	0	-0.3	-1
CC(C)CC(NC(=O)C(Cc1ccc(OCc2ccccc2)cc1)NC(=O)OC(C)(C)C)C(N)=O (stereo not drawn)	-0.7	5	-3	-4	-2	-1	-10	-1.1	3
Cc1cc(NC(=O)COC(=O)c2ccc(C)c(C)c2)no1	1.1	-1	-3	26*	-2	-6	-7	-0.2	-3
CCOc1ccc(/C=C2\SC(=S)NC2=O)cc1OC	-0.3	-8	7	-50	-5	2	3	0.7	-9
O=C1COc2ccc(S(=O)(=O)N3CCN(c4ccccc4F)CC3)cc2N1	-0.2	0	11	9	-2	5	9	-0.4	2
CCOC(=O)Cn1c(C)nc2ccccc21	-1.8	-11	3	-2	-4	-4	-8	-0.9	1
OCCn1c(-c2ccc3c(c2)OCO3)csc1=Nc1ccccc1	0.0	4	11	-2	-1	6	6	-0.2	-7
CN(C(=O)CSc1nc(-c2ccccc2)c(-c2ccccc2)o1)C1CCS(=O)(=O)C1 (stereo not drawn)	2.5	5	12	-1	-3	-12	16	0.5	2
c1cnc(N2CCN(c3cnccn3)CC2)nc1	0.6	6	2	3	-3	8	-2	0.3	3
O=C1c2ccccc2NC(c2cn[nH]c2-c2ccccc2)N1O (stereo not drawn)	0.2	-16	-7	4	-4	4	0	-0.2	6
Cn1c(=O)cc(N)n(Cc2ccccc2)c1=O	1.1	2	1	6	-2	3	-12	0.1	0
CC(=O)NCCNc1nc2cc(-c3ccccc3CO)sc2c(=O)n1C	2.0	-24	-1	-17	0	2	-1	0.1	1
CCN(CC)S(=O)(=O)c1cc(C(=O)Nc2cc(S(=O)(=O)N3CCOCC3)ccc2N2CCCC2)ccc1F	-0.4	2	23	-5	-1	-3	9	0.7	-3
COc1ccc(CCN(C)C(=O)C2CC(=O)N(Cc3ccc(C)cc3)C2)cc1OC (stereo not drawn)	-0.9	-5	6	-17	-9	-12	-7	-0.4	-1
COc1ccc([C@H]2[C@H](C(=O)C(C)(C)C)N3N=Cc4ccccc4C3[C@]23N=C(c2ccccc2)OC3=O)cc1 (stereo partly drawn)	-0.5	13	-9	-5	2	-15	12	0.3	-7
O=C(O)c1ccc(NC2=Nc3cccc4cccc2c34)cc1	-0.5	2	2	-12	-1	-6	-3	-0.3	-1
COCCNC(=O)c1ccc(NS(C)(=O)=O)cc1	0.6	3	11	-7	-1	13	-10	0.4	-1
O=C(NCc1cn2ccccc2n1)c1ccco1	-0.8	-4	-1	-1	-4	-5	-5	-0.4	1
CCOC(=O)C1CC(c2ccc(Cl)cc2)=NNC1=O (stereo not drawn)	-0.2	-1	6	-5	-3	-4	-3	-0.3	1
O=C(O)c1cc(-c2ccc(N3CCOCC3)cc2)nn1-c1ccc(F)cc1	-0.4	1	9	0	-6	9	-11	-1.2	0
CCOC(=O)N1CCC(NC(=O)CCc2c(C)nc3nc(C)nn3c2C)CC1	-0.6	6	-7	0	-9	3	-7	-0.6	-3
CCCCNC(=O)CC1NCCNC1=O (stereo not drawn)	-1.0	1	-17	-8	-5	5	-10	-0.9	-3
O=C1COc2ccc(C(=O)COC(=O)Cn3cnc4ccccc43)cc2N1	-1.0	3	-21	0	-12	-36	-3	-0.8	7
COc1cc(NC(=O)CSc2nnc3c(n2)[nH]c2ccc(S(=O)(=O)NC(C)C)cc23)cc(OC)c1OC	2.3	7	6	-6	-3	25	-8	0.0	2
CC(NC(=O)c1ccc(S(C)(=O)=O)cc1)c1cccc2ccccc12 (stereo not drawn)	-0.2	-1	30	8	-1	-3	0	-0.3	1
COc1ccc(NC(=O)CCCn2c(=O)oc3ccccc32)cc1Cl	-1.0	3	-1	-5	-3	-16	0	-0.6	4
O=C(N/N=C/c1ccoc1)c1cc(O)cc(O)c1	1.0	-8	-19	-3	0	-7	-1	0.2	0
COc1cccc(NC(=O)c2cccc(N3C(=O)C4C5C=CC(C5)C4C3=O)c2)c1 (stereo not drawn)	-1.0	2	-15	-1	-10	15	-4	-0.3	7
CSc1ccc(CN(C)C(=O)C2CCN(C(=O)Nc3ccccc3)CC2)cc1	-0.5	2	2	2	-12	3	0	-0.9	.
CCn1cc(CNC(=O)c2cc(Cl)ccc2OC)c(C)n1	-0.9	6	10	12	-1	10	-4	0.3	4
Clc1ccc(Cn2nnc(-c3ccc(CN4CCOCC4)cc3)n2)cc1	-0.6	-5	30	9	-6	2	12	-1.1	3
Cc1nnc(SCC(=O)NCc2ccc(Cl)cc2)[nH]c1=O	-1.3	8	-2	-6	-1	22	-7	0.5	-1
CCN1CCN(CC(=O)c2ccc(C)cc2)CC1	-0.8	-3	-1	-1	-3	-4	-3	-0.4	-3
Cc1ccc(/C=N/N(Cc2ccccc2)c2ccccc2)o1	0.7	3	22	-9	-3	-8	38	-0.1	1
C=CCNC(=O)/C(=C\C=C\c1ccccc1)NC(=O)c1ccccc1Cl	3.8	4	2	2	-5	11	-2	0.0	0
O=C1CCc2cc(S(=O)(=O)NCc3ccccc3Cl)cc3c2N1CC3	0.5	-8	-17	-2	-7	0	-6	-0.2	1
Cc1cc(C(=O)OCC(=O)Nc2nc(-c3ccccc3)cs2)c(C)o1	1.1	-3	-5	8	1	-14	2	-0.5	1
Nc1cccc(-c2cc(-c3ccccc3)nc(-c3cccc(N)c3)n2)c1	0.6	22	10	-7	-8	6	28	-1.1	-5
CC(=O)N1CC(C)Oc2ccc(S(=O)(=O)NC(CC(=O)O)c3ccccc3)cc21 (stereo not drawn)	-0.4	-7	7	10	-3	-1	-7	0.5	-1
COc1ccc(N2Cc3ccccc3C2=O)cc1	-0.9	-6	16	2	1	3	-2	-3.6	2
CCOc1ccccc1C(=O)Nc1cccc(-c2nnc(-c3ccccc3)o2)c1	-0.4	2	9	-21	-1	5	15	-1.1	1
COc1cc(NC(=O)CN2C(=O)c3ccccc3Sc3ccc(C(=O)N4CCOCC4)cc32)cc(OC)c1OC	0.7	-3	-10	7	-2	-5	1	0.0	-3
COC(=O)c1ccc(NC(=O)CSc2nnc(CNc3ccc(F)cc3)n2C)cc1	-0.7	-12	20	-2	-1	21	-3	-0.1	-1
Cc1ccccc1OCC(=O)Nc1ccccc1N1CCCCC1	0.4	0	-2	2	0	0	25	-0.3	-5
O=C(COC(=O)C1COc2ccccc2O1)Nc1cccc(Cl)c1 (stereo not drawn)	0.0	-8	-5	10	0	-3	-6	0.0	-1

# 3 compounds out of the list, sorted by molecular weight, largest number first.
compound	MsrA inh	eLon inh	SKN-1 block	NRP1-CendR mod	bovine MsrA act	MLLE-PAM2 inh	FAS-TE inh	Tb MetRS inh	MT1-MMP act inh
CC(=O)N1CC(C)Oc2ccc(S(=O)(=O)NC(CC(=O)O)c3ccccc3)cc21 (stereo not drawn)	-0.4	-7	7	10	-3	-1	-7	0.5	-1
Nc1cccc(-c2cc(-c3ccccc3)nc(-c3cccc(N)c3)n2)c1	0.6	22	10	-7	-8	6	28	-1.1	-5
COc1ccc(N2Cc3ccccc3C2=O)cc1	-0.9	-6	16	2	1	3	-2	-3.6	2

# (continued)
compound	MsrA inh	eLon inh	SKN-1 block	NRP1-CendR mod	bovine MsrA act	MLLE-PAM2 inh	FAS-TE inh	Tb MetRS inh	MT1-MMP act inh
Clc1ccc(CN2CCC(c3nc4ccc(Cl)cc4[nH]3)CC2)cc1	0.7	-21	6	-27	-7	-21	-3	8.4*	-10
C=CCn1c(O)c(C=Nc2ccccc2)sc1=S	2.5	4	14	-2	-1	-104	6	-0.8	-2
C=CCC[C@@H](CCCCC)OC(=O)/C=C/[C@H](O)[C@@H](O)C[C@@H](O)CC=C	-0.2	-1	3	10	0	.	-5	-0.4	0
Nc1c(N2CCCCC2)c2ccccc2oc1=O	0.8	10	9	-4	-4	2	11	0.3	0
CCC(=O)N1c2ccc(S(=O)(=O)CCC(=O)NCc3ccc4c(c3)OCO4)cc2CC1C (stereo not drawn)	-0.1	7	-10	2	-2	3	-3	-0.6	5
c1coc(CNc2c3c(nc4ccccc24)CCC3)c1	0.5	-12	-3	-19	-8	1	-10	-0.6	-3
CCC(C)C(NC(=O)C1CCC(C)CC1)C(=O)NC(C(=O)OC)C(C)C (stereo not drawn)	0.5	-4	6	-4	-10	-8	-15	-1.8	-6
c1ccc2oc(-c3csc(N4CCOCC4)n3)cc2c1	-0.2	-30	29	-7	-14	13	13	-1.8	4
CN1C(=O)c2cccc(NC(=O)C3CCCCC3)c2C1=O	0.2	-5	-20	-10	-3	-7	1	-0.4	-1
O=C(NCC1CCCO1)c1nc2c(nnn2Cc2ccc(F)cc2)c(=O)[nH]1 (stereo not drawn)	0.2	2	2	-7	-3	-5	-8	0.1	5

# Compound activity deposited in PubChem BioAssay by several laboratories.
